# KDM5B inhibitor: blocks human KDM5B histone demethylase activity. 220,000 compounds, 2.6% hits. Q9UGL1. KDM5B demethylase, FDH-coupled NADH fluorescence (FDH is formaldehyde dehydrogenase). Potency, µM (doses to about 57.7 µM), without a hit: at the highest dose activity change, negative = inhibition, actives largely listed as inhibitors; active means well fitted inhibition curve with a large enough effect; inconclusive means small, poorly fitted or top-dose-only effect; inactive means no such curve, though single readings can be large or run the other way; further: 0% is about no effect; nearly all actives have a fitted effect of over 70% in size
# Target sequence (Q9UGL1 whole entry, looked up): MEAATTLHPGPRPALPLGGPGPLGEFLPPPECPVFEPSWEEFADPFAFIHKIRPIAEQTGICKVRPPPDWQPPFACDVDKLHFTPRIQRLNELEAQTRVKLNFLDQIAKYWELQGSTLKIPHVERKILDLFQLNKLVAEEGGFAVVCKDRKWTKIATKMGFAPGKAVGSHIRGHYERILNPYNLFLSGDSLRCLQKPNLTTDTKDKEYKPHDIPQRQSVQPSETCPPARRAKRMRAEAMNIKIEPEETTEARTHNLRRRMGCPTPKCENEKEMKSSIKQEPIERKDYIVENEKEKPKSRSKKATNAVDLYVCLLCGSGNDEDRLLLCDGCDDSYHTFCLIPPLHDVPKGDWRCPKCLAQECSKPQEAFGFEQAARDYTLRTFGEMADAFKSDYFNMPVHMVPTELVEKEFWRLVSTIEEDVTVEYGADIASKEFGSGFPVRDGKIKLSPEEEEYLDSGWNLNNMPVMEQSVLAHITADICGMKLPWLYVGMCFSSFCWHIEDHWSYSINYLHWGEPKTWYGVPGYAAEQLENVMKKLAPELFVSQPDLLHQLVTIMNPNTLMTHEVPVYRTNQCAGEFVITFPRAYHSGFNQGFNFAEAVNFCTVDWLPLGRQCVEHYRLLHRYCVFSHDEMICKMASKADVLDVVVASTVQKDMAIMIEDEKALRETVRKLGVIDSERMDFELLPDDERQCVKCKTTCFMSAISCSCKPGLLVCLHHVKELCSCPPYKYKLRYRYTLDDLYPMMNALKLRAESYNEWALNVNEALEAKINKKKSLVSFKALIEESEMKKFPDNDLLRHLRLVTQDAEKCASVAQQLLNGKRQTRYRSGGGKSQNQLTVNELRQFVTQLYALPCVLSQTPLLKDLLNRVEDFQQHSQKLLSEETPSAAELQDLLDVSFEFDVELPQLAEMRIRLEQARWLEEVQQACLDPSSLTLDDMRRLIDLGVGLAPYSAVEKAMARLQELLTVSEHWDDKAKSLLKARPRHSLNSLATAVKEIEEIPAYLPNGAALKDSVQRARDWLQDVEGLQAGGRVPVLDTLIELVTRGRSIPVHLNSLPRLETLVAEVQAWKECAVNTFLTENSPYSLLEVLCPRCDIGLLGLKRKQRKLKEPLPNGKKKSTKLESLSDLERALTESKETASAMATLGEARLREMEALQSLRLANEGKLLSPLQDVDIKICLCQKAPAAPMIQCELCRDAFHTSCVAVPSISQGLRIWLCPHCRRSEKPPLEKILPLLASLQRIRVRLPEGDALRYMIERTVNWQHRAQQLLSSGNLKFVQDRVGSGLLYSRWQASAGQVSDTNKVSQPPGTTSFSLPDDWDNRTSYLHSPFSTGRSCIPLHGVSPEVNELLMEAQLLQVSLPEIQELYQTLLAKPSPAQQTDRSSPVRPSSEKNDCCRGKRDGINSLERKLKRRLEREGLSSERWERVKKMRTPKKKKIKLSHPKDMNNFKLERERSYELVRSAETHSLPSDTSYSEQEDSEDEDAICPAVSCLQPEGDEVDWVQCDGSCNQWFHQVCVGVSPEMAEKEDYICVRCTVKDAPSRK
#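 Here, H3K4me3 peptide (12.5 µM in substrate mix) is demethylated by KDM5BΔAP, 200 nM final, after 10 min compound exposure. Formaldehyde product is coupled through FDH (0.25 U/mL in mix) to NADH fluorescence; 30-min ΔRFU feeds dose-response curves.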
# * hit, by the source's call; i = inactive; ? = inconclusive; [ ] = dose if it differs, or a comment. Potency means the concentration at half of the fitted maximal effect. An excerpt. The share of hits here may be higher or lower than overall.
SMILES,KDM5B inhibitor
CC(=O)c1cc(-c2ccc(F)cc2)n(CCC(=O)Nc2nc3ccc(C)cc3s2)c1C,?
O=C1c2ccccc2NC(c2cnc3ccccc3n2)N1c1ccc(Cl)cc1 (stereo not drawn),3%
O=C(c1ccccc1)N1CCC2(CC(Cc3ccccc3)=NO2)C1 (stereo not drawn),-13%[86.2 µM]
COC(=O)N1CCCC(c2nn(-c3cccc(Cl)c3)c(=O)[nH]2)C1 (stereo not drawn),3%
CCOC(=O)C1CCC(CNC(=O)N2CCCC2c2ccc(Cl)cc2)CC1 (stereo not drawn),7%
CN1CCN(C(=O)c2ccc3c(c2)NC(C)(CCCCc2ccccc2)CO3)CC1=O (stereo not drawn),?
Cc1cc(C)cc(NC(=O)NCC(O)COc2ccc([N+](=O)[O-])cc2)c1 (stereo not drawn),8%
CCC(NC(=O)C1CC1)c1ccc(C)cc1 (stereo not drawn),22%
CCOc1ccccc1NC(=O)CN1C(=O)COc2ccc(S(=O)(=O)N3CCCCC3)cc21,-4%
O=C(Nc1nnc(C2CC2)s1)c1cc(=O)[nH]c2ccccc12,-7%
N#Cc1ccc(CN2CCC3(CC2)CC(=O)c2ccccc2O3)cc1,32µM*
Cc1cc(Cl)ccc1OCC(=O)N1CCC([C@@H]2CNC[C@H]2CO)CC1,-9%
CCNC(=O)NC(=O)CN(C)C(C)C(C)(C)C (stereo not drawn),24%
COc1ccc(-c2noc(-c3cccn3CC(=O)Nc3ccc(N(C)C)cc3)n2)cc1F,-15%
COC(=O)c1cccc(NC(=O)C2CCc3sc(C(=O)N4CCOCC4)cc3C2)c1 (stereo not drawn),16%
Cc1nnc2n1CCC(NC(=O)c1cc(C3CC3)[nH]n1)CC2 (stereo not drawn),-14%
Cc1oc(-c2cccc(Br)c2)nc1Cn1c(=O)cc(-c2ccccc2)c2c(C)nn(C)c21,-6%
COc1ccccc1Cn1ccn(Cc2c(F)cccc2Cl)c(=O)c1=O,-23%
Cc1cn2c(=O)cc(COc3ccc(NC(=O)c4cccc(F)c4)cc3)nc2s1,4%
CCCNC(=O)C(C)NC(=O)c1cc(-c2ccccc2)nc2ccccc12 (stereo not drawn),-6%
Cc1ccc(NC(=O)Cn2nc(C)c3ccccc3c2=O)cc1,10%
COc1ccc(N(Cc2cccs2)C(=O)COc2ccc([N+](=O)[O-])cc2)cc1,-2%
CCSc1ncc(Cl)c(C(=O)Nc2c(C(=O)Nc3ccccc3)oc3ccccc23)n1,-6%
CCCSCCCNC(=O)c1ccc(Cn2c(=O)c3cccn3c3cccnc32)cc1,?
CC(=O)NC1=NN(C(C)=O)C2(S1)C(=O)N(CCc1ccccc1)c1c(C)cc(C)cc12 (stereo not drawn),-12%
Cc1cc(Nc2cccc(C)c2C)n2cnnc2n1,-10%
COCCN1CC(CO)C2(CCN(Cc3ccc(Cl)cc3F)CC2)C1 (stereo not drawn),?
O/N=C/c1c(O)c(Br)cc2oc3c(c12)CCCC3,-23%
Cc1cc(=O)c2cc(C(=O)Nc3ccccc3)ccc2[nH]1,-15%
COC1C(=O)N(c2cccc(F)c2)C12CCN(S(=O)(=O)Cc1ccccc1)CC2 (stereo not drawn),-1%
CCCCc1nn(CC(=O)N2CCSCC2)c(=O)n1CCc1ccccc1,-3%
CC(C)Oc1ccc(C(CC(=O)O)NC(=O)c2ccc(C(C)(C)C)cc2)cc1 (stereo not drawn),24%
COCC1CN(C)CC12CCN(C(=O)c1nccc3ccccc13)CC2 (stereo not drawn),-12%
Cc1ccc(-c2ccc(=O)n(CCC(=O)NCCc3ccccc3)n2)cc1,?
CCc1ccccc1NC(=O)CSc1nc2c(=O)[nH]cnc2n1CC,11%
Cc1cccc(C(=O)Nc2cc3c(cc2C)n(C)c(=O)n3C)c1,5%
COC(=O)Cn1c(=O)c2c3c(sc2n(CC(=O)c2ccc(Cl)cc2)c1=O)CCC3,11%
CCOc1ccc(C(=O)N2CCCC(c3noc(COC)n3)C2)cc1 (stereo not drawn),-9%
O=C(/C=C/c1cnc2ccccc2n1)NC12CC3CC(CC(C3)C1)C2,-3%
CCOc1ccc(C=O)c2ccccc12,-15%
CS(=O)(=O)N1CCCc2cc(C(=O)Nc3ccc(-c4nnc5n4CCCCC5)cc3)ccc21,6%
CC(=O)Nc1ccc(NC(=O)COc2cc(O)c3c(=O)cc(-c4ccccc4)oc3c2)cc1,10%
COc1ccc(NC(=O)C2CCN(C(=O)c3ncn4c3COC(c3ccccc3)C4)CC2)cc1 (stereo not drawn),1%
O=C(NCc1cnn(-c2ccccc2)c1)C1CCN(S(=O)(=O)c2cccc(C(F)(F)F)c2)CC1,8%
C#CCn1c(COc2ccccc2C)nc2ccccc21,-5%

# Looked up one by one from the list above (seven):
SMILES,KDM5B inhibitor
O=C(/C=C/c1cnc2ccccc2n1)NC12CC3CC(CC(C3)C1)C2,-3%
COc1ccc(NC(=O)C2CCN(C(=O)c3ncn4c3COC(c3ccccc3)C4)CC2)cc1 (stereo not drawn),1%
CCOc1ccc(C=O)c2ccccc12,-15%
Cc1ccc(-c2ccc(=O)n(CCC(=O)NCCc3ccccc3)n2)cc1,?
Cc1cccc(C(=O)Nc2cc3c(cc2C)n(C)c(=O)n3C)c1,5%
CS(=O)(=O)N1CCCc2cc(C(=O)Nc3ccc(-c4nnc5n4CCCCC5)cc3)ccc21,6%
O=C(NCc1cnn(-c2ccccc2)c1)C1CCN(S(=O)(=O)c2cccc(C(F)(F)F)c2)CC1,8%

# (listing goes on)
SMILES,KDM5B inhibitor
COC(=O)N(C)CC(=O)NC1CCCCCC1,13%
CNc1nccc(N2CCC(CC(=O)N3CCN(CCC#N)CC3)CC2)n1,-12%
CN1CC(=O)N(C2CCCC2)Cc2c1ncnc2N1CCOCC1,23%[86.2 µM]
CC(C)(C)OC(=O)N1CCC(c2c(C(=O)NCc3cccc(Cl)c3)cnn2-c2ccc(F)cc2)CC1,4%
COc1cccc(CCC(=O)N2CC3CC(C2)[C@H]2CCCC(=O)N2C3)c1 (stereo partly drawn),0%
Cc1ccc(OCC(=O)N2C[C@@H](Oc3ccccc3)C[C@@H]2C(=O)N2CCOCC2)cc1,-14%
COc1ccc(CNC(=O)CC2CCN(C(=O)c3cn(-c4ccccc4)nc3C)CC2)cc1,1%
CCCNC(=O)CN1CCN(c2ncc(NC(=O)c3ccc(Cl)cc3)cc2C(=O)O)CC1,?
Cc1cn2nc(C(=O)NCc3ccc(F)cc3F)cc2c(N(C)Cc2ccccc2)n1,i
CCc1c(C)sc(NC(=O)C(F)(F)C(F)(F)C(F)(F)F)c1C#N,?
CCN1Cc2nc(OC)c(CNC(=O)[C@H](O)C3CCCCC3)cc2C1=O,-13%
Cc1cccc(/C=C(/C(=O)N2CCCCCC2)c2cccs2)c1,10%
CCc1ccc(NC(=O)CN2C(=O)NC3(CCC(C)CC3)C2=O)cc1 (stereo not drawn),-14%
COc1ccc(OC)c(C2CC(=O)N(c3cccc(C)c3)C3=C2C(=O)OC3)c1 (stereo not drawn),-3%
Cc1cccc(NC(=S)NCCc2ccccn2)c1,1%
COc1ccccc1CN1CCc2nc(C(=O)Nc3ccc(Cl)cc3)oc2CC1,35µM*
COc1ccc(N(CC(=O)NC2CC3CCC2C3)S(=O)(=O)c2ccc(C)c([N+](=O)[O-])c2)cc1 (stereo not drawn),6%
CCn1cc(C(=O)NCc2ccccc2)c(=O)c2cc(S(=O)(=O)N3CCCCC3)ccc21,-18%[11.5 µM]
Cc1ccc(C(=O)Nc2scc(-c3ccccc3)c2C(=O)O)cc1,-5%
COc1cc(-c2noc(-c3ccccc3C(=O)NCc3ccco3)n2)cc(OC)c1OC,-6%
O=C(NC1CCCCCC1)c1csc2ccccc12,-6%
COc1cccc(CCC(=O)NCc2nnc3cc(-c4nc(C5CC5)no4)ccn23)c1,28µM*
CCSc1ccccc1C(=O)Nc1ccc(CC)cc1,23%
COc1ccc(OC2CN(C(=O)c3ccc(OC)cc3)C2)cc1,0%[149 µM]
Cc1ccc(Cn2nc3n(c2=O)-c2cc(Cl)ccc2OC3)cc1,-1%
CCn1nc(C(=O)OC(C)C(=O)Nc2ccccc2C)c2ccccc2c1=O (stereo not drawn),22%
Cn1cnc2cc(-c3cccc(F)c3)cc(C(=O)NCc3cccnc3)c21,?
COc1ccc(NC(=O)c2ccc3c(c2)N(Cc2cccc(Cl)c2)C(=O)c2ccccc2S3(=O)=O)cc1Cl,?
COc1ccc(CN2CC3(CCN(C(=O)c4cccs4)CC3)C2=O)cc1,14%
CCNC(=O)N1CCC(c2noc(COCCOC)n2)CC1,34%
CCc1ccc2oc(C(=O)N(Cc3ccc(Cl)cc3)C3CCS(=O)(=O)C3)cc(=O)c2c1 (stereo not drawn),-3%
COC(=O)c1c(-c2ccccc2)c(-c2ccccc2)nn(C)c1=O,-21%
O=C(CC1CCCC1)N1CCC(c2noc(-c3cnccn3)n2)C1 (stereo not drawn),32%
CCN1CCN(c2oc(-c3ccc(COc4ccc(OC)cc4)o3)nc2C#N)CC1,?
CC1(C)Cc2sc3c(=O)n(Cc4ccc(Br)cc4)cnc3c2CO1,3%
COCc1ccc(C(=O)N2CC[C@@H](NC(=O)c3ccncc3)[C@H](O)C2)o1,4%
Cc1ccc2[nH]c3c(=O)n(N)c(=O)[nH]c3c2c1,?
Cc1cc(C(=O)NCCCOC(C)C)c2c(C3CCCN3)noc2n1 (stereo not drawn),50µM*
N#CCCn1cc(C(=O)N2CCCCC2)c(-c2ccc(Cl)cc2)n1,-4%
CCNc1nc(NCC)nc(OCCNS(=O)(=O)c2ccccc2)n1,40%
CCCCNc1nc(Oc2ccc(OCC(N)=O)nn2)nc(N2CCOCC2)n1,-9%
Cc1c2c(nc3ccccc13)CCc1ccccc1-2,?
CC(CCCc1ccccc1)NC(=O)c1nn(-c2ccc(Cl)cc2)nc1CO (stereo not drawn),?
Cc1ccc(C2Cn3nnc(-c4noc(COc5ccc(F)cc5)n4)c3CO2)cc1 (stereo not drawn),-1%
O=C(NCc1ccc(Cl)cc1)C1CCN(S(=O)(=O)c2ccc3c(c2)CCCN3C(=O)C2CCC2)CC1,3%

# Structures from the list above with a tert-butyl group, in the order listed:
SMILES,KDM5B inhibitor
CCNC(=O)NC(=O)CN(C)C(C)C(C)(C)C (stereo not drawn),24%
CC(C)Oc1ccc(C(CC(=O)O)NC(=O)c2ccc(C(C)(C)C)cc2)cc1 (stereo not drawn),24%
CC(C)(C)OC(=O)N1CCC(c2c(C(=O)NCc3cccc(Cl)c3)cnn2-c2ccc(F)cc2)CC1,4%

# New compounds follow
SMILES,KDM5B inhibitor
CCC(=O)c1ccc(C2CCCCC2)cc1,13%
CN(C(=O)c1cc2ccccc2oc1=O)C(c1ccccc1)c1ccccc1,6%
COc1ccc(C(=O)NCCSc2c[nH]c3ccccc23)cc1OC,-29%
CCCCc1cnc2c(c1SCC(N)=O)c(=O)n(C)c(=O)n2C,-1%
O=C(Nc1ccc2oc(-c3cccnc3)nc2c1)c1ccc(Cl)c([N+](=O)[O-])c1,3%
Fc1ccc(-c2cc(-c3ccc(F)cc3)c3c(n2)-c2cc(F)ccc2OC3)cc1,?
Nn1cnc2ccccc21,3%
O=C(Nc1cccc2cccnc12)c1cc(Cl)ccc1Cl,1%
CC(=O)CC(=O)N(CCC[N+](C)(C)C)CCC[N+](C)(C)C,1%
COc1cc(C(=O)N2CCC(CC(=O)NCCN3CCCCCC3)CC2)cc(OC)c1OC,-19%
CN(C)CCCOCC1(C)COc2ccc(C(=O)Nc3ccccc3)cc2N1 (stereo not drawn),?
CN1CCC(N2CCN(S(=O)(=O)c3ccccc3F)CC2)C1=O (stereo not drawn),2%
CCOc1ccccc1NC(=O)CN1C(=O)C(=O)c2ccccc21,-13%
C=CCNC(=O)N[C@H]1C[C@@H](C(=O)N[C@H](Cc2c[nH]c3ccccc23)C(N)=O)N(C(=O)C=C(C)C)C1,-26%
Cc1ccc(-c2noc(CSc3nnc(C4CC4)n3-c3ccccc3)n2)cc1,-2%
COc1ccc(NC(C)=O)cc1NC(=O)CN1CCN(c2ccc(F)cc2)CC1,5%
CN1C(=O)CCC2(CNC(=O)Nc3ccc4c(c3)OCCO4)CCCC=C12 (stereo not drawn),?
COCC(=O)N[C@H]1CC[C@]2(C)CCC([C@H](C)C(=O)NCc3ccc4c(c3)OCO4)[C@H](O)[C@H]2[C@@H]1C (stereo partly drawn),-10%
CCCN(CCC)c1cc(C)nc2nc(-c3ccc(Cl)cc3)nn12,18%
COc1ccc(CN2CC(C(=O)NCc3ccncc3)C3(CCOCC3)C2)cc1 (stereo not drawn),?
Cc1ccc(C(=O)N2CCCC(c3nc(-c4cccnc4)no3)CCNC(=O)CC2)s1 (stereo not drawn),-18%
COC(=O)c1ccc(CCNC(=O)C(C)C)cc1,7%
CC(C)NC(=O)c1ccccc1CSc1nc2ccccc2o1,22%
CCOc1ccccc1Oc1c(C)oc2cc(OC(=O)c3ccc4c(c3)OCO4)ccc2c1=O,15%
CCCN(CCC)C(=O)C1CCCN(S(=O)(=O)c2ccc3c(c2)oc(=O)n3C)C1 (stereo not drawn),7%

# Screening data as filed in PubChem.
